Cneo AK release = Cryptococcus neoformans lysis via adenylate kinase release; C. neoformans lysis, adenylate kinase release luminescence, 4 h; normalised: neutral wells 0, clomiphene wells 100; lysis activity, % at 15 µM; actives 0.2% (n = 360,000); AID 651654;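 active = mean lysis activity across replicates of at least 80%, whatever share of replicates individually reach that level; inactive = mean lysis activity below 80%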
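Material – Cryptococcus neoformans yeast cells · Quantity – 5 × 10^6 yeast cells/mL · Buffer or medium – YPD medium · Compound – single dose · Timing – 4 h static compound exposure, 37 °C, read 1 h post-reagent · Signal – adenylate kinase release luminescence · Read-out basis – lysis from increased AK signal · Benchmarks – Clomiphene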
GSIS activator = GLuc luminescence reporter in INS-1E cells, primary screen for activators of glucose-dependent secretion of insulin; INS-1E GLuc reporter insulin secretion, 2-3 h; actives 0.61% (n = 370,000); activation, % at 16.6 µM; AID 743287;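 active = lowest replicate activation of at least 40%, so every replicate reaches that level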;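 note: 0% = median of neutral control wells and 100% = median of IBMX positive control wells; some compounds called inactive have numbers as strong as hits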
ARNT TACC3 PPI = ARNT/TACC3 interaction disruption; actives 0.66% (n = 390,000); AlphaScreen His-ARNT PAS-B/GST-TACC3 binding, luminescence; TACC3 fragment carries E629A point mutation; inhibition, % at 9.99 µM;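 active = mean inhibition of replicates at least 50% and at least half of replicates each reaching 50%; inconclusive = half or more replicates reach 50% but mean below 50%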;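 note: 0% = complete ARNT plus TACC3 wells and 100% = ARNT alone without TACC3; many hits fall short of the cut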
LGR2 antag = Drosophila LGR2 receptor signaling inhibition. HEK293 LGR2, CRE-luciferase, bursicon-stimulated, 4 h. inhibition, % at 9.99 µM. actives 0.35% (n = 380,000). AID 720647;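 active = drop in luminescence signal, shown as inhibition above about 50% in the replicate tests, limit read from the data, passing the limit was not always enough; inconclusive = probably only some replicates passing the limit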;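 note: agonist challenge used bursicon conditioned medium at about half maximal strength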
C2C12 statin = suppression of simvastatin myotoxicity. C2C12 myotubes + simvastatin, ATP luminescence, 48 h; scaled: DMSO 0, geranylgeraniol control 100. rescue of ATP level, % at 7.49 µM. actives 0.78% (n = 330,000). AID 602340;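 active = mean ATP rescue above about 67%, or every replicate alone reaching that limit, limit read from the data, passing the limit was not always enough; inconclusive = no clear call, values can overlap the other calls; inactive = mean under the limit and some replicate under it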;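 note: myotubes were challenged with 10 µM simvastatin during compound exposure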
PGC1a acetyl inh = PGC1a acetylation modulation, inhibitor mode. U2OS PGC1a acetylation, AlphaScreen anti-acetyl-lysine; with virally co-expressed GCN5 acetyltransferase. actives 0.17% (n = 350,000). inhibition, % at 15.6 µM;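 active = every replicate shows inhibition of at least 40%; inconclusive = mean inhibition at least 40% but some replicate below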;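 note: 0% = neutral control wells and 100% = positive control wells; some results beyond the cut were filed as inactive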
PAX8 reporter = inhibitors of PAX8 transcriptional activity in RMG-I cells. actives 1.2% (n = 360,000). RMG-I TPO-luciferase reporter, SteadyGlo, 24 h. inhibition, % at 12.6 µM;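 active = mean replicate inhibition at least 60% with every replicate also reaching 60%; inconclusive = only one of the two criteria is met; inactive = mean below 60% and not all replicates reaching 60%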;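 note: luciferase light reporting Pax8 driven TPO promoter activity; plate controls were median of neutral control wells for no effect and mitoxantrone controls for full effect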
PglD DTNB = PglD (C. jejuni) enzyme inhibition. purified PglD enzyme, DTNB colorimetric CoA detection. inhibition, % at 12.5 µM. actives 0.098% (n = 360,000); in the data active = inhibition above about 16%, passing the limit was not always enough; inconclusive = no clear call, values can overlap the other calls; note: strong numbers were not always called active
An asterisk follows results filed as active; ? = inconclusive; . = no result given.

SMILES	Cneo AK release	GSIS activator	ARNT TACC3 PPI	LGR2 antag	C2C12 statin	PGC1a acetyl inh	PAX8 reporter	PglD DTNB
CC(C)CN(C(=O)CCCOc1ccc(Cl)cc1Cl)c1c(N)n(Cc2ccccc2)c(=O)[nH]c1=O	0	22	4	8	6	-3	.	2
C/C(=N\NC(=O)c1cc(-c2ccncc2)nc2ccccc12)c1ccc(OC(F)F)cc1	.	3	-2	-4	.	.	7	.
CCc1nnc2n1N=C(c1ccccc1)CS2	-3	23	-7	8	9	3	15	4
CCC(=O)Nc1ccc2c(c1)OC[C@H](C)N(Cc1cccc(F)c1)C[C@@H](C)[C@@H](OC)CN(C)C2=O	-3	-27	-5	-7	8	0	7	0
Oc1ccc(C2Nc3cccc4cccc(c34)N2)cc1	4	-16	1	26	32	9	10	-5
CCCN(C)C[C@@H]1Oc2cc(C#Cc3cccnc3)ccc2S(=O)(=O)N([C@@H](C)CO)C[C@H]1C	-3	-13	-5	2	-31	-7	.	-1
CCC(C)NS(=O)(=O)c1ccc(OCC(=O)N2CCCCC2)cc1 (stereo not drawn)	0	.	19	.	3	0	.	-2
CCCCN(CC)C(=O)Cn1c(=O)sc2ccccc21	-4	-1	-3	-3	0	-4	.	2
Cc1ccc(C(CC(=O)N2CCOCC2)c2ccco2)cc1 (stereo not drawn)	-5	.	-6	.	-8	5	13	4
O=C(CN1CCN(S(=O)(=O)c2cccc(F)c2)CC1)Nc1ccnn1C1CCCC1	.	-2	.	-11	-5	1	-5	.
Cc1nc(S(=O)(=O)Cc2ccccc2Cl)nc2c1CCC2	.	17	-4	-7	.	-4	-5	.
Cn1c(SCC(=O)Nc2ccc(F)cc2)nnc1-c1cccnc1	0	3	-10	6	13	-2	19	4
Cc1ccc(Sc2nc([N+](=O)[O-])nn2C)cc1	7	.	5	.	.	2	-1	6
COc1ccc(NC(=O)CC2SC(N3CCCC3)=NC2=O)cc1Cl (stereo not drawn)	3	-2	7	1	0	10	10	-4
O=C(CCCOc1ccc(Cl)cc1)NC1CCCCC1	-2	3	18	-6	-10	.	-3	-1
Cc1cc(-c2ccc(S(=O)(=O)N3CCN(c4ccc(F)cc4)CC3)s2)on1	-2	8	-6	2	-19	8	2	11
COc1ccc(NC(=O)Cc2nnc(SCC(=O)Nc3ccc(F)cc3)n2C)cc1	-3	15	-6	-9	24	5	-18	0
C[C@@H]1CCCCO[C@@H](CN(C)C(=O)C2CCCCC2)[C@H](C)CN([C@@H](C)CO)C(=O)c2cc(NC(=O)CCC(F)(F)F)ccc2O1	-3	-5	-9	6	.	0	.	-2
CN(C)C(=O)C[C@H]1C[C@H]2c3cc(NC(=O)Nc4ccc(C(F)(F)F)cc4)ccc3O[C@H]2[C@H](CO)O1	11	-17	0	6	8	5	.	1
CN(C(=O)COc1cc(C(F)(F)F)nn1C)c1ccccc1	.	4	4	-2	.	8	8	.
O=C1c2c(O)cc(O)cc2O[C@@]12c1c(cc(O)c3c1O[C@H](c1ccc(O)cc1)[C@@H](O)C3)O[C@@H]2c1ccc(O)cc1	0	17	-21	-3	3	-17	8	4
Cc1sc2ncn(CC(=O)Nc3c(F)cccc3F)c(=O)c2c1S(=O)(=O)N1CCC(C)CC1	.	8	-4	23	.	37	13	.
CCOC(=O)C1(Cc2ccccc2C(F)(F)F)CCN(C2CCN(C(C)C)CC2)CC1	.	-24	3	-13	.	.	13	.
C=CCS(=O)(=O)N1CCCC(N(C)CCc2ccc(OC)c(OC)c2)C1 (stereo not drawn)	-1	8	-4	-2	-16	.	9	2
Cc1cccc(/C(N)=N/OC(=O)N2CCOCC2)c1	1	.	-2	.	7	5	.	-1
Nc1cc(OC(=O)c2ccc(F)cc2)nn1S(=O)(=O)c1ccccc1	1	-6	-2	-9	2	.	-2	-1
O=C(O)c1ccc(Cl)cc1NC(=O)C1CCN(S(=O)(=O)c2cccs2)CC1	10	-2	.	-14	-7	-7	-6	0
CC(OC(=O)CN1C(=O)c2ccccc2C1=O)C(=O)NC1CCCCC1 (stereo not drawn)	1	11	-2	-10	-4	.	0	-3
CC(C)OC(=O)N(C)C[C@H]1OCc2ccccc2-c2c(n(C)c3ccccc23)C(=O)N([C@@H](C)CO)C[C@@H]1C	1	-24	10	10	.	3	.	-1
COC(=O)c1ccc(CSc2nc3c(c(=O)n2-c2ccccc2)SCC3)o1	2	-41	7	13	0	.	22	-4
COCCN1C(=O)/C(=C/c2ccc(Oc3ccc([N+](=O)[O-])cn3)c(OC)c2)SC1=Nc1ccccc1	-1	.	-3	.	7	6	14	-4
CCN(CC(=O)Nc1cccc(C(C)=O)c1)S(=O)(=O)c1ccccc1	0	-4	2	17	6	-12	6	-1
COc1ccc(/C=N/NC(=O)c2cccc(NC(=O)c3ccccc3Cl)c2)cc1	-3	7	.	-78	-44	-14	5	4
Cc1oc(-c2ccccc2Cl)nc1CSCC(=O)N1CCCC1	2	.	0	.	9	.	14	-3
CC(NC(=O)CCN1C(=O)c2ccccc2S1(=O)=O)c1ccccc1 (stereo not drawn)	1	23	-5	2	6	.	-14	-3
COc1ccc(N(C(=O)Cn2nnc(-c3ccc(F)cc3)n2)C(C)C(=O)NC2CCCC2)cc1OC (stereo not drawn)	-1	-5	-15	-7	0	.	-16	-1
O=C(NNC(=S)Nc1ccccc1C(F)(F)F)c1cccnc1	.	-4	6	-3	.	.	-1	.
COc1ccc(C(=O)/C=C/c2ccc(OC)cc2OC)c(O)c1	-1	-11	2	-88	9	-5	.	-3
Oc1ccc(/C=N/NC(=S)NCC2CCCO2)cc1 (stereo not drawn)	-7	.	0	.	-3	-3	.	6
Cc1cccc(S(=O)(=O)N[C@H]2CC[C@@H](CCn3cc(-c4ccccn4)nn3)O[C@H]2CO)c1	0	-9	.	-13	-1	7	3	1
O=C(Nc1ccc(Cl)cc1)Nc1ccc(C(=O)N2CCOCC2)cc1	-7	-25	-7	21	-2	13	-34	8
COc1ccc(C2=NS(=O)(=O)N(C)C(C(=O)NC3CCCC3)=C2)cc1	0	-17	-14	14	13	-12	-10	5
COc1cccc2c1cc1c(=O)n(CC(=O)NCCCN3CCN(C)CC3)nc(C)n12	5	-7	3	3	7	-5	11	-3
C[C@H]1CN([C@@H](C)CO)C(=O)Cc2cc(NC(=O)Nc3cccc4ccccc34)ccc2O[C@H]1CN(C)C(=O)Nc1ccc2c(c1)OCO2	2	-11	.	-3	5	-5	25	3
CC(C)(C)NC(=O)COc1ccc(S(=O)(=O)N2CCCC2)cc1	-1	-6	-4	-7	25	-8	-8	5

Profiles from above.
`CCN(CC(=O)Nc1cccc(C(C)=O)c1)S(=O)(=O)c1ccccc1` in the list: Cneo AK release: 0; GSIS activator: -4; ARNT TACC3 PPI: 2; LGR2 antag: 17; C2C12 statin: 6; PGC1a acetyl inh: -12; PAX8 reporter: 6; PglD DTNB: -1
`C[C@H]1CN([C@@H](C)CO)C(=O)Cc2cc(NC(=O)Nc3cccc4ccccc34)ccc2O[C@H]1CN(C)C(=O)Nc1ccc2c(c1)OCO2` in the list: Cneo AK release: 2; GSIS activator: -11; ARNT TACC3 PPI: .; LGR2 antag: -3; C2C12 statin: 5; PGC1a acetyl inh: -5; PAX8 reporter: 25; PglD DTNB: 3

The list goes on:
SMILES	Cneo AK release	GSIS activator	ARNT TACC3 PPI	LGR2 antag	C2C12 statin	PGC1a acetyl inh	PAX8 reporter	PglD DTNB
O=C(COC(=O)/C=C/c1cccc(C(F)(F)F)c1)NC(=O)NCc1ccccc1	-1	0	-1	-1	10	-1	17	-4
COC(=O)[C@@H](NCc1ccc(OC)c(B(O)O)c1)C(C)C	-2	-2	-5	-15	4	4	7	1
Cc1ccccc1OCCC(=O)Nc1ccc(Cl)cc1F	0	-11	1	-4	-1	4	-2	-1
Cc1noc(C)c1NC(=O)Nc1ccc2c(c1)C(=O)N([C@H](C)CO)C[C@@H](C)[C@@H](CN(C)C)O2	47	23	9	10	-6	7	-16	-3
Cc1noc(C)c1COc1ccc(C(=O)OCC(=O)N2CC(=O)Nc3ccccc32)cc1	-1	9	20	6	-1	-5	.	-2
Cc1ccc(C)c(NC(=O)C2C3C=CC(O3)C2C(=O)O)c1 (stereo not drawn)	-1	-15	-4	13	-3	-9	-3	6
CC(=O)c1ccc(NC(=O)CSCC(=O)Nc2ccc3ccccc3c2)cc1	-7	.	29	.	8	?	.	-11
Cc1cc2c(=O)n(C)c(SCC(=O)NC3CCCC3)nc2s1	-1	20	-2	-14	7	.	-6	0
CCn1c(C)nnc1SCC(=O)Nc1ccc(Cl)cc1	-1	-4	-8	7	11	.	13	4
CCC(=O)c1cccc2c1N=CC1=C(CC(C)(C)CC1=O)N2	0	1	-2	5	-6	-1	.	6
Cc1c(CCC(=O)N2CCC(C(=O)O)(c3ccccc3)CC2)c(=O)oc2cc3oc4c(c3cc12)CCCC4	0	.	0	.	11	-3	.	-2
Cc1ccnc(NC(=O)CCC(=O)N(CC(=O)NCc2ccc(F)cc2)Cc2ccccc2)c1	-1	.	-4	.	2	.	.	1
CN(CC(=O)Nc1cccc(F)c1)C(=O)COc1cccc2c1OC(C)(C)C2	0	-25	-9	10	3	.	30	1
Brc1ccc(-c2nnc3sc(CNCc4ccc5c(c4)OCO5)cn23)cc1	0	-2	-3	3	-1	11	-9	0
C[C@@H]1CN([C@@H](C)CO)C(=O)c2cc(NC(=O)Cc3ccccc3)ccc2O[C@@H]1CN(C)Cc1ccc(C(F)(F)F)cc1	-9	-41	29	-7	1	-6	27	-3
CCc1nc(NCc2cccs2)c2nnn(Cc3ccccc3)c2n1	1	1	.	-29	19	-8	13	0
COc1ccc(OCc2cc(C(=O)NCC(C)(C)N3CCOCC3)no2)c(Cl)c1	3	3	-5	7	.	3	.	-3
Cc1noc(C)c1NC(=O)N(C)C[C@@H]1Oc2ccc(NC(=O)Cc3ccccc3)cc2CC(=O)N([C@@H](C)CO)C[C@@H]1C	6	29	-7	-3	-24	20	2	2
CNC(=O)COC(=O)/C=C/c1ccc(F)cc1	4	-1	-2	3	6	3	-16	-5
CC(=O)Nc1ccccc1NC(=O)C/C(C)=N/NC(=O)c1ccc([N+](=O)[O-])c(Cl)c1	1	12	1	-22	.	2	-12	0
COc1cc(C2NC(=O)NC(c3ccccc3)=C2C(C)=O)ccc1OCC(=O)O (stereo not drawn)	0	.	0	.	12	8	.	1
CCCc1cc(=O)[nH]c(SCC(=O)NCc2ccc3c(c2)OCO3)n1	1	7	4	21	5	7	6	0
CCN(CC)CCCn1c(C)cc2c(c1=O)C(c1cc(OC)c(OC)cc1OC)C(C#N)=C(N)O2 (stereo not drawn)	-1	.	3	.	-1	9	.	-3
CCOC(=O)c1c(NC(=O)CSc2nc3cccnc3n2C)sc(C(C)=O)c1C	1	.	4	.	3	-21	.	-3
CC(C)NC(=O)N(C)C[C@@H]1Oc2ncc(C#CC3(O)CCCC3)cc2C(=O)N([C@H](C)CO)C[C@H]1C	-6	5	-2	7	9	-5	.	-6
C[C@H](CO)N1C[C@H](C)[C@@H](CN(C)S(=O)(=O)c2ccc(Cl)cc2)Oc2ccc(NC(=O)CCCCCC(=O)Nc3ccccc3N)cc2C1=O	.	-2	.	-2	.	-1	1	.
O=C(Nc1ccccc1)NC1(C(=O)N2CCN(C(=O)c3ccco3)CC2)CCCCC1	2	6	.	-3	-9	18	.	0
CCCCC[C@H]1CN(CCCC)C(=O)[C@@H]1CC(=O)NCc1ccccc1	1	-29	-1	19	24	-27	8	4
Cc1cccc(Cn2nc(C(C)(C)C)cc2C(=O)Nc2ccc(F)cc2)c1	3	-14	-6	?	.	-14	7	5

Assay outcomes deposited in PubChem by Broad Institute.
